# Lmaj promast = Leishmania major promastigote growth inhibition; Leishmania major promastigotes, resazurin fluorescence viability; inhibition, % at 10 µM; 200,000 compounds, 9% hits; in the data active means inhibition above about 50%;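 further: promastigotes grown with compound for 44 hours at 28 °C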
# FLuc stim CS = firefly luciferase counter-screen for stimulation assays | P08659 | ATPlite luciferase biochemical, luminescence, 10 min; 0 = ATP-free wells, 1 = DMSO control | activation factor at 10 µM | 200,000 tested, under 10 active | AID 1027;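 active means luciferase activation factor, scaled between plate controls, of at least 2 with compound at 10 µM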
# Target sequence (P08659 whole entry, looked up): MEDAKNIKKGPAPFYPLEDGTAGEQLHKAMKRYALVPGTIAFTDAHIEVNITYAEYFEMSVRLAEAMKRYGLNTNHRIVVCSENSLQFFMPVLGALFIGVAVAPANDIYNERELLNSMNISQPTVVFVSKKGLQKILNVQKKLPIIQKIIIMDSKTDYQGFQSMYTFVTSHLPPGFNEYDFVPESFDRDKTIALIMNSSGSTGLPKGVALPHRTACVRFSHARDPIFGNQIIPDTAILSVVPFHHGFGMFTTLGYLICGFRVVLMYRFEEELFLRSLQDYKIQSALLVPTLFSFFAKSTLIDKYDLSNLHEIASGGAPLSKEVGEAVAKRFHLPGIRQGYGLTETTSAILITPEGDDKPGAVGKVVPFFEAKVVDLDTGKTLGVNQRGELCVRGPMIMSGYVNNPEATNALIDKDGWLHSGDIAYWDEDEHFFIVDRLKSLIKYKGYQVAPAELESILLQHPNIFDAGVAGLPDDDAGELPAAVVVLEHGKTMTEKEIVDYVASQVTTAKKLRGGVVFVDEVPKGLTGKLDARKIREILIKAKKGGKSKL
#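 assay system = Luciferase/luciferin detection reagent, cell-free biochemical luciferase assay | also added = ATP substrate | times = 10 min post-reagent at room temperature | measured by = luminescence from luciferase reaction | measure = luciferase activation, seen as luminescence increase over controls | benchmarks = low control with PBS replacing ATP, high control enzyme plus ATP without compound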
# bIAP inh = intestinal alkaline phosphatase (bovine) inhibition | purified bovine IAP, CDP-star luminescence, 30 min | inhibition, % at 20 µM | 190,000 tested, under 10 active;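 active means over 50% inhibition of intestinal alkaline phosphatase at 20 µM in the single-dose screen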
#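 test system = bovine IAP enzyme | medium = DEA buffer 100 mM, pH 9.8, with MgCl2 1.0 mM, ZnCl2 0.02 mM | detection = luminescence | dosing = single compound dose of 20 µM, 2% DMSO final | incubation = 30 min reaction at room temperature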
# bIAP activator = intestinal alkaline phosphatase (bovine) activation; purified bovine IAP, CDP-star luminescence, 30 min; hits give high values; fold of DMSO-control signal, blank-subtracted; activation factor at 20 µM; 200,000 compounds, 0.17% hits;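 active means activation factor of 2 or more at 20 µM, a signal rise over negative controls twice the positive control's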
# APP transl inh = APP translation inhibition; inhibition, % at 2 µM; 190,000 compounds, 0.82% hits; SH-SY5Y APP 5'UTR-luciferase reporter, luminescence;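 active means inhibition above a set limit, derived from the sample mean plus 3 SD, cut at about 45% in these data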; further: values of inactives mirror those of a sister screen read the other way
# FLuc inhib CS = counter-screen for luciferase assay inhibitors: firefly luciferase inhibition. P08659. ATPLite firefly luciferase biochemical luminescence, 10 min. inhibition, % at 10 µM. 200,000 compounds, 1.5% hits;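 active means inhibition above about 50% when tested at 10 µM, limit read from the data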
# TNAP inh hiacc = blocks human TNAP under high phosphate acceptor concentration; P05186; purified TNAP, CDP-star luminescence, 1 M DEA; inhibition, % at 20 µM; 200,000 compounds, 0.03% hits; AID 1135;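 active means over 50% inhibition of tissue-nonspecific alkaline phosphatase at 20 µM in the single-dose screen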;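 further: plate controls were DMSO wells for no effect and EDTA-quenched wells as full inhibition for full effect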
# Target sequence (P05186 whole entry, looked up): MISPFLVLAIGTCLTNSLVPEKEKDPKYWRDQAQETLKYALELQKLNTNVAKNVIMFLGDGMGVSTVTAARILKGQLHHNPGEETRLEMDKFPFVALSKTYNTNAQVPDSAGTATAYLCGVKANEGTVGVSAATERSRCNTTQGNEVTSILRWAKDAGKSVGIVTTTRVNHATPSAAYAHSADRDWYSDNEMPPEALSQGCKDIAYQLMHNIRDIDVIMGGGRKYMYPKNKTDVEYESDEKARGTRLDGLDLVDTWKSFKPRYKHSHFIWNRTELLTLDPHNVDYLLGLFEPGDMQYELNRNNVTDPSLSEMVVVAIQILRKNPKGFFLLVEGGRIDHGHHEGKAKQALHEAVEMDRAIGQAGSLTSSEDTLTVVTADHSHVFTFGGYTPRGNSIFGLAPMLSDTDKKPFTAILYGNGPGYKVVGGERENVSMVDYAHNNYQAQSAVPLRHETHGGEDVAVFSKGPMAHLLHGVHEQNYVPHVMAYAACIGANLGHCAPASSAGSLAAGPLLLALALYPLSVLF
# RAM inhibit = blocks the yeast RAM network; 190,000 compounds, 1.8% hits; S. cerevisiae dse1pr::URA3 reporter, 5-FOA growth OD615, 2 d; analog-sensitive cbk1-as2 kinase mutant strain; inhibition, % at 50 µM; AID 868;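 active means inhibition above a set limit, 3 SD over mean compound inhibition, cut at about 8.4% in these data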;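 further: 0% = DMSO-only wells with no growth and 100% = 10 µM 1-NA-PP1 full growth; inhibition rescues growth on 5-FOA so higher OD means more RAM inhibition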
# TNAP act hiacc = increases human TNAP activity under high phosphate acceptor concentration | P05186 | purified TNAP, CDP-star luminescence, 1 M DEA, 30 min; hits give high values; 0 = EDTA background, 1 = DMSO-only activity | activation factor at 20 µM | 200,000 tested, under 10 active | AID 1136;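 active means activation factor at least 2 at 20 µM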
#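 Measured by: Luminescent substrate turnover signal | Test system: Human TNAP | Input: TNAP 1/800 final | Dosing: 20 µM single point | Schedule: 30 min, room temperature | Controls: EDTA wells as negative control, DMSO wells as positive control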
# TNAP inh no acc = TNAP (human) inhibition, acceptor-free conditions | purified TNAP, CDP-star luminescence, 30 min | inhibition, % at 20 µM | 200,000 compounds, 0.26% hits;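 active means tissue-nonspecific alkaline phosphatase inhibition above about 50% at 20 µM in the single-dose screen, limit read from the data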;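 further: 0% = DMSO negative control and 100% = EDTA positive control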
# Active calls of the source: *; · = not tested or not shown.
# The opening 14 records as a preview:
no.	SMILES	Lmaj promast	FLuc stim CS	bIAP inh	bIAP activator	APP transl inh	FLuc inhib CS	TNAP inh hiacc	RAM inhibit	TNAP act hiacc	TNAP inh no acc
1	CCc1c(C(=O)Nc2ccc(OC)cc2)[nH]c(C)c1C(C)=O	4	1	11	0.9	-16	-2	-2	0.7	1	1
2	O=C(NCC1CCCCC1)C12CN(Cc3ccccc3)CC1C(c1cccc([N+](=O)[O-])c1)=NO2 (stereo not given)	27	1	-4	1	-14	-1	2	3.3	1	-4
3	CCn1c(CNc2ccc(F)cc2)nnc1SCC(=O)N1CCCc2ccccc21	5	1	-1	1	2	0	-2	1.4	1	-5
4	Brc1cc(Br)c2nc(-c3ccc(N4CCOCC4)cc3)ccc2c1	-1	1	22	0.8	·	-1	-3	3.2	1	-17
5	CCOC(=O)C1(CCCc2ccccc2)CCN(C(=O)c2cc(C)nc(C)n2)CC1	-6	1.1	-11	1.1	-14	-6	-5	1.6	1.1	-6
6	COc1ccccc1-n1cnnc1SCC(=O)N1CCN(C(=O)c2ccco2)CC1	-3	1.1	-40	1.4	14	-7	-4	0.6	1	-5
7	Cc1[nH]c(=O)[nH]c(=O)c1S(=O)(=O)NCCc1ccc(S(N)(=O)=O)cc1	-8	1.1	-1	1	-8	-12	-4	-0.4	1	0
8	C=CCc1ccc(OCC(O)COc2ccc(CC=C)cc2OC)c(OC)c1	12	1	-2	1	10	-5	-5	0.1	1	-13
9	COc1ccc(/C(O)=C/c2nc3ccc(C(=O)NCCc4cccc(C)c4)cc3[nH]c2=O)cc1OC	1	1.1	4	1	13	-7	12	4.0	0.9	-10
10	CCC1CCC(C(=O)NNC(=O)c2cc(-c3ccco3)[nH]n2)CC1 (stereo not given)	19	1	-25	1.2	34	-5	-3	4.4	1	-162
11	CC(=O)N1CCC2(CC1)CC(=O)c1cc(OCC(=O)NCc3ccco3)ccc1O2	-9	1	1	1	13	-4	-4	1.7	1	-14
12	CC(C)N=C1NN=C(c2ccc(F)cc2)CS1	0	0.4	12	0.9	-136	58*	-1	4.8	1	-8
13	Cc1cc(=O)oc(C)c1C(=O)NCc1c(F)cc(F)cc1F	-1	1.1	-1	1	2	-6	-3	0.9	1	3
14	CC(C(=O)NCCN1C(=O)S/C(=C\c2cccs2)C1=O)N1C(=O)c2ccccc2C1=O (stereo not given)	-3	1.1	12	0.9	5	-8	-1	6.5	1	0

# The whole of this part, previewed entries included:
no.	SMILES	Lmaj promast	FLuc stim CS	bIAP inh	bIAP activator	APP transl inh	FLuc inhib CS	TNAP inh hiacc	RAM inhibit	TNAP act hiacc	TNAP inh no acc
1	CCc1c(C(=O)Nc2ccc(OC)cc2)[nH]c(C)c1C(C)=O	4	1	11	0.9	-16	-2	-2	0.7	1	1
2	O=C(NCC1CCCCC1)C12CN(Cc3ccccc3)CC1C(c1cccc([N+](=O)[O-])c1)=NO2 (stereo not given)	27	1	-4	1	-14	-1	2	3.3	1	-4
3	CCn1c(CNc2ccc(F)cc2)nnc1SCC(=O)N1CCCc2ccccc21	5	1	-1	1	2	0	-2	1.4	1	-5
4	Brc1cc(Br)c2nc(-c3ccc(N4CCOCC4)cc3)ccc2c1	-1	1	22	0.8	·	-1	-3	3.2	1	-17
5	CCOC(=O)C1(CCCc2ccccc2)CCN(C(=O)c2cc(C)nc(C)n2)CC1	-6	1.1	-11	1.1	-14	-6	-5	1.6	1.1	-6
6	COc1ccccc1-n1cnnc1SCC(=O)N1CCN(C(=O)c2ccco2)CC1	-3	1.1	-40	1.4	14	-7	-4	0.6	1	-5
7	Cc1[nH]c(=O)[nH]c(=O)c1S(=O)(=O)NCCc1ccc(S(N)(=O)=O)cc1	-8	1.1	-1	1	-8	-12	-4	-0.4	1	0
8	C=CCc1ccc(OCC(O)COc2ccc(CC=C)cc2OC)c(OC)c1	12	1	-2	1	10	-5	-5	0.1	1	-13
9	COc1ccc(/C(O)=C/c2nc3ccc(C(=O)NCCc4cccc(C)c4)cc3[nH]c2=O)cc1OC	1	1.1	4	1	13	-7	12	4.0	0.9	-10
10	CCC1CCC(C(=O)NNC(=O)c2cc(-c3ccco3)[nH]n2)CC1 (stereo not given)	19	1	-25	1.2	34	-5	-3	4.4	1	-162
11	CC(=O)N1CCC2(CC1)CC(=O)c1cc(OCC(=O)NCc3ccco3)ccc1O2	-9	1	1	1	13	-4	-4	1.7	1	-14
12	CC(C)N=C1NN=C(c2ccc(F)cc2)CS1	0	0.4	12	0.9	-136	58*	-1	4.8	1	-8
13	Cc1cc(=O)oc(C)c1C(=O)NCc1c(F)cc(F)cc1F	-1	1.1	-1	1	2	-6	-3	0.9	1	3
14	CC(C(=O)NCCN1C(=O)S/C(=C\c2cccs2)C1=O)N1C(=O)c2ccccc2C1=O (stereo not given)	-3	1.1	12	0.9	5	-8	-1	6.5	1	0
15	CCc1ccc(C(=O)/C=C2\Sc3ccccc3NC2=O)cc1	-7	0.9	-1	1	-16	11	13	1.2	0.9	32
16	CC(NC(=O)c1cc2ccccc2o1)c1ccccc1 (stereo not given)	-1	1.1	8	0.9	12	-7	-6	1.4	1.1	-11
17	NC(=O)c1ccsc1NC(=O)COC(=O)C1CCCN1C(=O)c1cccs1 (stereo not given)	-6	1	-7	1.1	-2	-1	-2	-0.4	1	-9
18	CCn1cc(/C=C/C(=O)Nc2ccc(C)cc2Br)cn1	-5	1	0	1	-14	5	0	0.3	1	-1
19	COc1ccc(-c2nc(CSCC(=O)N3CCC(C(N)=O)CC3)c(C)o2)cc1OC	-5	1	-4	1	2	0	-2	0.3	1	-14
20	Cc1c(Cl)c([N+](=O)[O-])nn1CC(=O)NCc1cccnc1	15	1	7	0.9	17	-3	-6	2.2	1.1	-10
21	CCCCNC(=O)Cn1c(=O)oc2cc(S(=O)(=O)N3CC(C)CC(C)C3)ccc21 (stereo not given)	-12	1.1	7	0.9	20	-7	-6	0.6	1.1	-21
22	CCOc1ccc(C(C)=O)cc1CSc1nnc(-c2ccncc2)n1CCOC	3	1	-29	1.3	-5	-3	-2	1.5	1	-6
23	c1ccc2c(c1)OC(CCCN1CCCCC1)c1ccccc1S2 (stereo not given)	100*	1	0	1	-3	1	2	2.1	1	-1
24	Cc1c(NC(=O)Cn2nc(C(=O)O)c3ccccc3c2=O)c(=O)n(-c2ccccc2)n1C	-6	1.1	5	0.9	9	-11	-2	0.7	1	-11
25	O=C(Cn1c(O)c(/C=C2\C=Nc3ccc(Br)cc32)sc1=O)N1CCCC1	16	1	31	0.7	·	-3	-14	4.5	1.1	-3
26	CC(C)Cc1nnc(NS(=O)(=O)c2ccc(Cl)cc2)s1	-7	1	2	1	-9	1	1	1.3	1	-11
27	CCc1n(CC(O)COCC2CC=CCC2)c2ccccc2[n+]1C (stereo not given)	-1	1.1	-1	1	-2	-5	-5	0.1	1.1	-5
28	N/C(=N\OC(=O)CCCN1C(=O)c2ccccc2C1=O)c1ccccn1	3	1	-6	1.1	3	-2	-5	-0.5	1	-7
29	CCOC(=O)N1C2C=C(C)[C@@H]2[C@@H]2CC(=O)N21 (stereo not given in full)	-5	1	-6	1.1	-6	3	1	-1.2	1	-2
30	COc1ccc(OCCSc2nnc(C(C)NC(=O)c3ccccc3F)n2C)cc1 (stereo not given)	-2	1	-8	1.1	26	-2	-1	-0.5	1	-13
31	Cc1ccc(CSc2nc3[nH]ncc3c(=O)[nH]2)cc1	-3	0.6	-19	1.2	-52	38	-2	0.8	1	-25
32	Cn1ccnc1Sc1nc2ccccc2nc1NS(=O)(=O)c1ccccc1	18	1	-9	1.1	-5	-3	-4	1.7	1	-9
33	Clc1cccc(Cl)c1CNc1ccc(N2CCCC2)cc1	14	1	-2	1	6	2	0	3.4	1	-4
34	CCOc1ccc(CN(C)CC(=O)Nc2ccc3c(c2)CCC3)cc1OC	0	1.1	-18	1.2	-6	-6	-7	0.3	1.1	-48
35	CC(=O)Nc1ccc(S(=O)(=O)Nc2nc3ccccc3nc2Nc2ccc3ccccc3c2)cc1	-2	1	22	0.8	-4	-5	5	16*	0.9	-5
36	Cc1ccc(NC(=O)C(C)C(=O)Nc2ccc(C)cc2)cc1	7	1	-9	1.1	3	-4	-1	0.6	1	-3
37	CCCCCCCCCCn1cc(C(C)=O)c(=O)[nH]c1=O	-7	1	13	0.9	2	-3	2	-0.8	1	2
38	O=C1CC(c2ccccc2)CC(O)=C1C=NCCN1CCN(C(=S)Nc2cccc(Cl)c2)CC1 (stereo not given)	-2	1.1	2	1	-12	-6	-4	1.2	1	-1
39	O=C1CC(c2ccccc2)CC(O)=C1C=Nc1ccccc1Cl (stereo not given)	-6	1	-4	1	-6	5	-6	3.5	1.1	-9
40	CC(=O)NC(CCS(C)(=O)=O)C(=O)Nc1ccc(F)cc1Cl (stereo not given)	-5	1.1	0	1	1	-8	-3	0.8	1	0
41	Nc1ccc(Oc2ccc3c(c2)OCO3)cc1	1	1	5	0.9	-11	-5	-3	2.1	1	-13
42	CCCCN(CC)C(=S)Nc1ccc2nc(N3CCN(C)CC3)cc(C)c2c1	53*	1.1	-17	1.2	-5	-6	2	2.4	1	5
43	COc1ccc(-c2nc(SC)n(C(=O)c3ccco3)n2)cc1	-3	1	14	0.9	-22	3	-7	3.0	1.1	52*
44	O=C(CCN1C(=O)/C(=C/c2ccc(F)cc2)SC1=S)NNC(=O)c1cccnc1	-2	1	-2	1	-18	-4	0	2.0	1	-86
45	O=[N+]([O-])c1cc(/C=N/Nc2nc(N3CCOCC3)nc(N3CCOCC3)n2)ccc1Cl	-1	1	1	1	24	-4	-4	2.1	1	-5
46	CCOC(=O)CCCCC(=O)c1[nH]c(=O)[nH]c1CSc1nnc2c3ccccc3n(C(C)C)c2n1	-2	1	2	1	4	3	-2	3.9	1	-6
47	CC(=O)Nc1ccccc1OCC(=O)c1cc(C)n(Cc2cccs2)c1C	-4	1	-6	1.1	-17	4	0	2.7	1	-4
48	CC(C)C(C(=O)Nc1nccs1)N1C(=O)c2ccccc2C1=O (stereo not given)	-6	1.1	6	0.9	-10	-5	-5	0.8	1.1	-8
49	Cc1cc(C)n(-c2c(F)c(F)c(CN3CCCCC3)c(F)c2F)n1	2	1	-2	1	-24	-1	2	-0.5	1	-7
50	O=C(Nc1ccc(Cl)cc1)N1CCN(c2ncccn2)CC1	-3	1.1	3	1	-2	-9	-4	0.5	1	-6
51	COc1cccc(/C=N/N2CCN(C)CC2)c1	-6	1	6	0.9	1	1	0	0.3	1	22
52	Cc1csc(NC(=O)CSCC(=O)Nc2ccccc2)n1	3	1.1	10	0.9	-19	-9	-6	2.5	1.1	-8
53	Cc1cc(NC(=O)CSc2nc(-c3ccc(Cl)cc3)cs2)no1	-6	1	-8	1.1	-13	-5	-3	4.3	1	-8

# High-throughput results: PubChem BioAssay, several laboratories

# Compounds as they come; 13% or so of the library scored in one or more.
